Assay outcomes deposited in PubChem by National Center for Advancing Translational Sciences (NCATS).
PTHR1 agonist: agonists of human PTHR1 parathyroid hormone receptor; Q03431; HEK293 GP2 PTHR1 cells, GloSensor cAMP luminescence, 1 h; Potency, µM (titrated, usually from 115 µM), inactives show at the top dose activation, actives largely listed as activators; 410,000 compounds, 0.075% hits; AID 743266; note: nearly all actives have a fitted effect of over 55% in size; some results filed as inactive show a strong effect at the top dose; inactives centre near -15; many of its hits are not listed in these tables
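HEK-293-derived GP2 cells expressing PTHR1 and a GloSensor cAMP reporter, 3,000/well, plated overnight, given luciferin plus IBMX (each 0.5 mM as added) for 1 h at 37 °C, then compound for 1 h at 37 °C. Luminescence was read after 15 min at room temperature.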
EPAC2 agonist: EPAC2 (human) agonism | Q8WZA2 | EPAC2 activation, biochemical qHTS; response scale: 100% = 6.5 mM cAMP response | Potency, µM (highest dose often 154 µM), inactives show at the highest dose activation, hits mostly activators | 360,000 compounds, 0.079% hits | AID 720711; note: nearly all actives have a fitted effect of over 50% in size
Target sequence (Q8WZA2 whole entry, looked up): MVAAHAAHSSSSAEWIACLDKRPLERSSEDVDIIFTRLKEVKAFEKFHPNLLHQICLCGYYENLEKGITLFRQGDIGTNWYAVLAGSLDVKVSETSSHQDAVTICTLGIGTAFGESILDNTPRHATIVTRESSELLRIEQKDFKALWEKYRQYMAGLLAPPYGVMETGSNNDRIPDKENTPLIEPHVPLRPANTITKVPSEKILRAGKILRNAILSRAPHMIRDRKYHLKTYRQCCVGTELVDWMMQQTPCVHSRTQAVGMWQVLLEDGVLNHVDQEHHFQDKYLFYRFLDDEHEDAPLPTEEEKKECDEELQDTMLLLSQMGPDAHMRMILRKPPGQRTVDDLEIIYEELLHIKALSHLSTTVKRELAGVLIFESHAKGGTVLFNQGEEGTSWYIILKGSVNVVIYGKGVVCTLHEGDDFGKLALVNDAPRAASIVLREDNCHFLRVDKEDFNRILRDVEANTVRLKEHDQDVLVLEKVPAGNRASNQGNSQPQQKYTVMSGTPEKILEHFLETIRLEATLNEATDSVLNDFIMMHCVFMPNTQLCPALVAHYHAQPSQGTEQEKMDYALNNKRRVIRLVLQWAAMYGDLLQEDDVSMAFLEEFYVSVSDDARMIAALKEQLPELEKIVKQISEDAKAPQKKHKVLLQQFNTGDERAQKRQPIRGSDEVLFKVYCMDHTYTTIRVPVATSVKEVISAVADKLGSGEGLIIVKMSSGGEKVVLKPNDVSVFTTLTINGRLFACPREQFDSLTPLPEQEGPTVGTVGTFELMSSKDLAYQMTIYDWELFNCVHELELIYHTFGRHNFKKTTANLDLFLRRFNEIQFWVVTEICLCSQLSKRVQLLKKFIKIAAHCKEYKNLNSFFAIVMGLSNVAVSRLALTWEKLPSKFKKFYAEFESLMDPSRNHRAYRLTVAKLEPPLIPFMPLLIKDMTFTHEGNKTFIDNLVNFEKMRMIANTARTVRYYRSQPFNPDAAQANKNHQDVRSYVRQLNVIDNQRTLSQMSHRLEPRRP
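In this primary screen, activation is scored as increased exchange of BODIPY-GDP from Rap1B by 100 nM EPAC2, with 50 uM GDP as competitor. Signal is normalized to the 6.5 mM cAMP agonist control.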
TDP-43 yeast inh: TDP-43 toxicity inhibition in yeast. TDP-43 expressing yeast growth rescue, BacTiter-Glo, 24 h. Potency, µM (top dose mostly 46.1 µM), for inactives: at the highest dose growth rescue (activation), actives largely listed as activators. 410,000 compounds, 1.8% hits; note: % of control where 0% means no effect; nearly all actives have a fitted effect of over 50% in size
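Galactose-induced TDP-43 yeast, OD600=0.02, compound pinned; 24 hr, 30 deg C; BacTiter-Glo luminescence for growth. Inhibitors of TDP-43 toxicity read as activators.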
EPAC1 ag: activates human EPAC1 exchange factor | EPAC1 agonist qHTS, biochemical assay; response scale: 100% = response to 6.5 mM cAMP | 360,000 compounds, 0.073% hits | Potency, µM (doses to about 154 µM), for the others: at the highest dose activation, actives largely listed as activators | AID 720707; note: nearly all actives have a fitted effect of over 60% in size
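Multi-concentration qHTS readout: loss of Rap1B-bound BODIPY-GDP fluorescence driven by 100 nM EPAC1 with excess GDP (50 uM), monitored kinetically at room temperature; agonist response expressed relative to 6.5 mM cAMP.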
EPAC1 antag: EPAC1 (human) antagonism. O95398. EPAC1 GEF assay, Rap1b-BODIPY-GDP exchange fluorescence. Potency, µM (highest dose often 115 µM), for the others: top-dose activity change, negative = inhibition, most hits filed as inhibitors. 360,000 compounds, 0.14% hits. AID 720709;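 note: plate controls were vehicle for no effect and positive control for full effect; nearly all actives have a fitted effect of over 50% in size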
EPAC2 antagonist: blocks human EPAC2 exchange factor; Q8WZA2; EPAC2 GEF exchange of Rap1B-BODIPY-GDP, fluorescence; Potency, µM (highest dose often 114 µM), for the others: top-dose activity, negative = inhibition, hits mostly inhibitors; 360,000 compounds, 0.18% hits; note: % is set by controls: 0 for no effect and ±100 for the full control effect; nearly all actives have a fitted effect of over 45% in size; many of its hits are not listed in these tables
aSyn rescue: inhibitors of alpha-synuclein toxicity in yeast; 370,000 compounds, 0.14% hits; Yeast expressing alpha-synuclein, growth rescue, BacTiter-Glo, 24 h; AID 652106; Potency, µM (top dose mostly 46.1 µM), inactives show at the top dose growth rescue (activation), most hits filed as activators; note: % of control where 0% means no effect; nearly all actives have a fitted effect of over 65% in size
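Galactose-induced alpha-syn yeast (OD600=0.02, raffinose-pregrown) + pinned cpd, 24 hr, 30 deg C; growth by BacTiter-Glo luminescence. Growth restoration scores as activation.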
FUS yeast rescue: suppressors of FUS proteinopathy in yeast | 390,000 compounds, 0.24% hits | AID 1347120 | Potency, µM (top dose mostly 76.6 µM), for inactives: at the top dose growth rescue (activation), actives largely listed as activators | S. cerevisiae FUS-expressing, growth rescue, OD600, 24 h;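 note: plate controls were DMSO vehicle for no effect and reference control for full effect; nearly all actives have a fitted effect of over 55% in size; some results filed as inactive show a strong effect at the top dose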
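Yeast expressing FUS under galactose induction, OD 0.005 in 2% galactose medium; compounds in a dilution series, 24 h at 30C. Growth rescue by absorbance at 600 nm; CP55940 positive control, DMSO negative.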
* marks the source's active call; other numbers are inactive results; i = inactive; ? = inconclusive; . = not tested or not shown; & = joins results of further samples; [ ] = dose if it differs, or a comment. Calls come from the whole dose curve; as a rule, active = well fitted curve in the direction sought with a large enough effect; inconclusive = small, poorly fitted or top-dose-only effect, or another doubt; inactive = no such curve, though single readings can be large; an effect the other way counts as inactive or inconclusive. Potency is the fitted concentration of half-maximal effect. Not all compounds are listed; rates above refer to the full screens.

Abbreviations: A = PTHR1 agonist; B = EPAC2 agonist; C = TDP-43 yeast inh; D = EPAC1 ag; E = EPAC1 antag; F = EPAC2 antagonist; G = aSyn rescue; H = FUS yeast rescue
CS(=O)(=O)N1Cc2ccccc2CC1C(=O)Nc1ccccc1C(N)=O (stereo not drawn)
  A: -15% | B: -1% | C: 10% | D: -2% | E: 23% | F: 5% | G: 3% | H: -1%

Cc1nc2cc(N3CCCCC3)c(NC(=O)c3cccnc3)cc2c(=O)n1Cc1ccccc1
  A: i | B: 4% | C: 10% | D: 1% | E: 10% | F: 3% | G: 7% | H: 22%

COc1ccc(C(=O)N2CCN(C(=O)c3ccco3)CC2)cc1OC
  A: -8%[57.5 µM] | B: 6% | C: -17% | D: -1% | E: 5% | F: 8% | G: -3% | H: 19%

Cc1ccc(S(=O)(=O)NC(=O)c2cc(C)n(C3CC3)c2C)cc1
  A: i | B: 9% | C: -3%[9.22 µM] | D: 10% | E: -18% | F: 2% | G: 13% | H: 42%

Cc1ccc(NC(=O)CN(c2ccccc2)S(=O)(=O)N(C)C)cc1C
  A: -21% | B: -6% | C: -13% | D: -4% | E: 9% | F: -4% | G: 3% | H: -15%

COCCCN1C(=O)C(=O)/C(=C(/O)c2ccc(OCC(C)C)cc2)C1c1cccnc1 (stereo not drawn)
  A: 16%[57.5 µM] | B: -19% | C: 0% | D: -4% | E: -5% | F: 7% | G: 8% | H: -2%

O=C1OC(c2ccccc2)=N/C1=C\C=C\c1ccccc1[N+](=O)[O-]
  A: ? | B: 1% | C: 12% | D: 5% | E: -1% | F: -1% | G: 4% | H: .

CCOC(=O)N1CCN(c2c(NCCN3CCCCC3CC)c(=O)c2=O)CC1 (stereo not drawn)
  A: i | B: 3% | C: 0% | D: -4% | E: -10% | F: 3% | G: 0% | H: -1%

COC(CNC(=O)c1cc(Sc2nnc(C)s2)nc2ccccc12)OC
  A: i | B: 1% | C: -6% | D: -7% | E: -6% | F: 11% | G: -10% | H: -9%

CCCC1CCc2c(c3ccccc3[nH]c2=O)O1 (stereo not drawn)
  A: i | B: 0% | C: ? | D: -2% | E: -4% | F: -5% | G: 12% | H: ?

CN1CCN(C(c2ccc(Br)cc2)c2cc(Cl)c3cccnc3c2O)CC1 (stereo not drawn)
  A: i | B: 3% | C: -94%[inhibitor] | D: -11% | E: -24% | F: 2% | G: -68%[inhibitor] | H: 39%

O=C(O)CCCN1C(=O)C2C3CC(C2C1=O)C1C(c2ccccc2)c2sc(=O)n(-c4ccccc4)c2SC31 (stereo not drawn)
  A: -29% | B: -1% | C: 2% | D: -4% | E: -4% | F: -7% | G: 7% | H: 32%

CC(=O)N(C)c1ccc(NC(=O)C(F)(F)F)cc1
  A: -22% | B: -7% | C: -20% | D: 6% | E: 1% | F: -2% | G: 0% | H: -15%

CCOC(=O)c1oc2cccc(OC(C)=O)c2c1C
  A: -18% | B: -2% | C: 7% | D: -2% | E: -20% | F: -3% | G: -1% | H: 11%

COc1ccc(C2C(C(N)=O)=C(C)Nc3ncnn32)cc1 (stereo not drawn)
  A: i | B: 3% | C: 18% | D: -1% | E: 17% | F: 11% | G: -10% | H: 24%

O=S(=O)(NCC1CCCO1)c1ccccc1 (stereo not drawn)
  A: 28% | B: 7% | C: -10% | D: 5% | E: 10% | F: 28% | G: -5% | H: -21%

O=C(Nc1ccc(S(=O)(=O)NCCc2ccccc2)cc1)c1ccc(Br)o1
  A: i | B: 19% | C: -25% | D: 26% | E: -1% | F: -11% | G: -2% | H: 21%

COC(=O)/C=C1\S/C(=N/N=C/c2ccco2)NC1=O
  A: i | B: 0% | C: -1% | D: 2% | E: -24% | F: 0% | G: -10% | H: 6%

COc1cccc(OC)c1C(=O)Nc1ccccc1N1CCCCC1
  A: -7% | B: 14% | C: -7% | D: 16% | E: -18% | F: -25% | G: 11% | H: 29%

O=C1CC(C(=O)Nc2ccccc2)S/C(=N\N=C\c2ccco2)N1 (stereo not drawn)
  A: i | B: 7% | C: -8% | D: 7% | E: -5% | F: 5% | G: -8% | H: 18%

CCc1ccc(Nc2c([N+](=O)[O-])c(=O)oc3ccccc23)cc1
  A: -51%[inhibitor] | B: 19% | C: 22% | D: -1% | E: -26% | F: -6% | G: -12% | H: 14%

Cc1oc2ccc(O)cc2c1C(=O)c1ccc([N+](=O)[O-])cc1
  A: i | B: 9% | C: ? | D: 17% | E: 19% | F: -8% | G: 14% | H: 12%

COc1cc(NC(=O)Cn2cnc(C(=O)Nc3ccc(C)c(C)c3)n2)cc(OC)c1OC
  A: -3% | B: -2% | C: 17% | D: -17% | E: ? | F: -11% | G: 0% | H: 37%

CC(Sc1ccccn1)C(=O)Nc1ccc2c(c1)OCO2 (stereo not drawn)
  A: -51%[inhibitor] | B: 6% | C: 23% | D: 1% | E: 2% | F: 5% | G: 6% | H: -15%

FC(F)(F)COc1cc(-c2nnc(SCc3ccccc3)n2Cc2ccco2)cc(OCC(F)(F)F)n1
  A: i | B: -9% | C: -2% | D: -12% | E: -16% | F: -9% | G: 7% | H: 27%

O=S(=O)(CCn1cccc1)CCn1cccc1
  A: -11% | B: 3% | C: -17% | D: 0% | E: 14% | F: 16% | G: 12% | H: 14%

CCN(Cc1ccccc1)C(=O)CCS(=O)(=O)c1ccc2c(c1)oc(=O)n2C
  A: -12% | B: -3% | C: -17%&6% | D: -15% | E: -8% | F: 4% | G: 2% | H: -3%&13%

CCc1cc2cc(C)c(C)cc2nc1SCC(=O)Nc1cc(C)on1
  A: -31%[inhibitor] | B: 4% | C: 3% | D: -7% | E: 24% | F: 2% | G: -3% | H: -19%

COc1ccc(C(C)=O)cc1COC(=O)Cn1cnc2ccccc2c1=O
  A: i | B: 2% | C: 1% | D: 6% | E: 0% | F: -3% | G: 6% | H: 20%

COc1ccccc1CNC(=O)CSc1nc(=O)n(Cc2ccncc2)c2c1CCC2
  A: i | B: 0% | C: -6% | D: -32%[inhibitor] | E: -24% | F: -19% | G: -2% | H: 11%

COc1ccc(C(=O)NC(C)CCc2ccccc2)c(O)c1 (stereo not drawn)
  A: -20% | B: 19% | C: ? | D: 15% | E: -7% | F: -22% | G: 0% | H: 13%

CC(=O)N1CC(C)Sc2ccc(S(=O)(=O)NC3CCCCC3)cc21 (stereo not drawn)
  A: -26% | B: 0% | C: 7% | D: -1% | E: -16% | F: -8% | G: 14% | H: 26%

COc1cc(C#N)ccc1OC(=O)c1cccc(S(=O)(=O)N2CCN(C)CC2)c1
  A: -15% | B: 6% | C: 10% | D: -38%[inhibitor] | E: -16% | F: -9% | G: -4% | H: 17%

O=C(Oc1oc(-c2ccco2)nc1C=Nc1ccc(Cl)cc1)c1ccco1
  A: -16% | B: 8% | C: 2% | D: 3% | E: -3% | F: 0% | G: 0% | H: -21%

Cc1cc2c(cc1S(=O)(=O)CCC(=O)NCCc1ccccc1)OCC(=O)N2
  A: -18%&-3% | B: -4% | C: 3%&2% | D: 4% | E: -23% | F: 12% | G: -3%&-1% | H: -14%&-22%

COc1cc(CNC[C@H]2O[C@@H](n3cc(C)c(=O)[nH]c3=O)C[C@@H]2O)ccc1OCc1cccc(Cl)c1
  A: -28% | B: 9% | C: 10% | D: 6% | E: 16% | F: 2% | G: 0% | H: -13%

O=C(Nc1ccc(-c2cn3ccsc3n2)cc1)C1CCCC1
  A: i | B: -6% | C: -2% | D: 1% | E: -4% | F: 0% | G: 2% | H: 30%

CCc1ccc(NC(=O)C(C)Sc2nc(-c3ccco3)c(C#N)c(=O)[nH]2)cc1 (stereo not drawn)
  A: 11% | B: 12% | C: -29% | D: -4% | E: ? | F: -24% | G: -2% | H: 39%

Cc1ccc(C2C(=O)N(C3CCC(C)CC3)CC(=O)N2C2CCCC2)cc1 (stereo not drawn)
  A: -13% | B: -2% | C: -12%&-21% | D: -5% | E: 10% | F: 10% | G: 3% | H: ?

CCC(=O)Nc1ccc(OCc2nnc3c4ccccc4c(C)nn23)cc1
  A: i | B: -7% | C: 24% | D: -5% | E: 9% | F: 10% | G: -5% | H: 6%

Random excerpt: three compounds from above, in no set order.
Abbreviations: A = PTHR1 agonist; B = EPAC2 agonist; C = TDP-43 yeast inh; D = EPAC1 ag; E = EPAC1 antag; F = EPAC2 antagonist; G = aSyn rescue; H = FUS yeast rescue
CC(=O)N1CC(C)Sc2ccc(S(=O)(=O)NC3CCCCC3)cc21 (stereo not drawn)
  A: -26% | B: 0% | C: 7% | D: -1% | E: -16% | F: -8% | G: 14% | H: 26%

COc1cc(CNC[C@H]2O[C@@H](n3cc(C)c(=O)[nH]c3=O)C[C@@H]2O)ccc1OCc1cccc(Cl)c1
  A: -28% | B: 9% | C: 10% | D: 6% | E: 16% | F: 2% | G: 0% | H: -13%

COc1cc(C#N)ccc1OC(=O)c1cccc(S(=O)(=O)N2CCN(C)CC2)c1
  A: -15% | B: 6% | C: 10% | D: -38%[inhibitor] | E: -16% | F: -9% | G: -4% | H: 17%

Further records.
Abbreviations: A = PTHR1 agonist; B = EPAC2 agonist; C = TDP-43 yeast inh; D = EPAC1 ag; E = EPAC1 antag; F = EPAC2 antagonist; G = aSyn rescue; H = FUS yeast rescue
O=C1N(c2ccc(Cl)c(Cl)c2)CN(Cc2ccccc2)CN1n1cnnc1
  A: i | B: 8% | C: -1% | D: 7% | E: 9% | F: -4% | G: -11% | H: 8%

C=CCSc1nnc(NC(=O)Cn2cnc3c2c(=O)n(C)c(=O)n3C)s1
  A: i | B: 4% | C: 17%[9.22 µM] | D: -4% | E: 9% | F: 6% | G: 0% | H: 6%

CCOc1ccc(C(CC(=O)Nc2cc(C)c(Cl)cc2OC)N2Cc3ccccc3C2=O)cc1OC (stereo not drawn)
  A: i | B: . | C: 22% | D: . | E: . | F: . | G: -1% | H: -11%

CCCCN(CC)CCNC(=O)C1CCN(S(=O)(=O)c2cccc3nsnc23)CC1
  A: -12%&14% | B: -5% | C: -2%&-15% | D: 2% | E: -15% | F: -7% | G: 3% | H: 6%&-18%

CC(C)N(Cc1cc2ccccc2[nH]c1=O)C(=O)c1cccnc1
  A: -7%[57.5 µM] | B: 5% | C: -2% | D: 0% | E: -7% | F: 1% | G: -1% | H: 6%

CN(Cc1ccncn1)C(=O)CC1C(=O)NCCN1Cc1cccc(Oc2ccccc2)c1 (stereo not drawn)
  A: i | B: 1% | C: 7% | D: 3% | E: -2% | F: -3% | G: 2% | H: 11%

CC(=O)c1cccc(NC(=O)c2nc(-c3ccc(C)cc3)n3c2CCCCC3)c1
  A: -11% | B: . | C: 20µM* | D: . | E: . | F: . | G: 2% | H: ?

C/C(=N/N=C(/N)SCc1ccccc1)C(C)(C)C
  A: i | B: 2% | C: 21% | D: 0% | E: 14% | F: 5% | G: 7% | H: 21%
